High-throughput results as filed in PubChem.
Cl transport mod: KCC2 cotransporter modulators, thallium flux, primary screen, cell-based, HEK293 KCC2, FluoZin-2 fluorescence, MLSMR; KCC2 cells, thallium flux FluoZin-2 fluorescence; Solute carrier family 12 member 5 (Homo sapiens), Q9H2X9; B-score of Tl+ flux slope (higher = more flux/activation; lower = inhibition) at 10 µM; 190,000 tested, 2.2% active;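 active = thallium flux slope and its plate-corrected score both differing from the plate sample mean at a set confidence after two filtering rounds, in either direction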;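 note: slope of fluorescence scaled to starting intensity during 10 to 20 s after thallium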
Calpain2 inh: inhibitors of pig calpain II, primary screen, biochemical, fluorogenic peptide substrate, 1536-well | inhibition, % at 16 µM | purified calpain II, 30 min | 220,000 tested, 0.37% active;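 active = inhibition above about 50%, limit read from the data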
TNF death inh: inhibitors of TNF-alpha triggered necroptosis, primary screen, cell-based, Jurkat FADD-/-, single concentration | activation (protection from cell death), % at 10 µM | Jurkat FADD-/- TNF necroptosis rescue, ATP luminescence, 24 h; 0 = TNF only, 100 = no-TNF cells | 220,000 tested, 0.068% active;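 active = activation, meaning protection from cell death, of at least 50% relative to plate controls; inactive = activation below 50%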;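 note: necroptosis triggered by 40 ng/mL TNF-alpha added together with compound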
Mdm2 ligase inh: MDM2-luciferase reporter signal enhancers, primary screen, MDM2 E3 ligase inhibitor project, cell-based, luminescence, 1536-well; E3 ubiquitin-protein ligase Mdm2 (Homo sapiens), Q00987; cell-based MDM2 ubiquitination luciferase reporter, 2 h; 0 = plate control, 100 = twice control, blank-subtracted; signal enhancement, % at 5 µM; 210,000 tested, 0.11% active;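 active = signal enhancement of 30% or more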;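 note: luminescence tracks abundance of the self-degrading MDM2-luciferase fusion protein; higher signal means inhibition of MDM2 E3 ligase activity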
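Material: Stable MDM2–luciferase fusion reporter cells | Amount: 2000 cells seeded into each well | Dosing: One concentration, 5 µM, with 0.2% DMSO | Incubation: 4 h cell settling then 2 h compound exposure, 37 °C | Measured by: Luciferase luminescence | Read-out basis: % enhancement relative to plate controls after blank subtraction | Benchmarks: Control and blank well means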
Rad51 HR inh: human RAD51 strand exchange inhibitors, primary screen, biochemical, fluorescence; DNA repair protein RAD51 homolog 1 (Homo sapiens), Q06609; hRad51 DNA strand exchange, fluorescence dequenching; inhibition, % at 10 µM; 200,000 tested, 0.085% active; AID 1385, 2008;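 active = inhibition above 40% at the single screening dose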;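 note: 0% = DMSO control wells and 100% = blanks with heterologous ssDNA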
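material = hRad51 filaments on single-stranded DNA | timing = filaments 15 min 37 °C, then compound 30 min | signal = FRET fluorescence dequenching, excitation 485 nm, emission 520 nm | benchmarks = control wells and blank wells on each plate | evaluation = percent inhibition relative to plate controls and blanks | compound = 10 µM final, single point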
PERK inh: block of dimerizer-induced PERK translation repression, primary screen, PERK inhibitor project, CHO PERK-DD cells, SEAP luminescence, HTS; Eukaryotic translation initiation factor 2-alpha kinase 3 (Homo sapiens), Q9NZJ5; CHO PERK-DD fusion, SEAP luminescence translation reporter; inhibition, % at 5.6 µM; 220,000 tested, 0.17% active; AID 1416, 2008;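 active = inhibition above the mean inhibition of all tested compounds plus 3 SD, set separately per screening campaign, cut at about 2.9% in these data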;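 note: PERK kinase domain activated by AP20187 dimerizer at 100 nM; 0% = DMSO with dimerizer and 100% = rapamycin at 8.4 µM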
EBV gp42 inh: Epstein-Barr virus gp42 inhibitors, primary screen, biochemical, uHTS, fluorescence polarization. Fluorescence polarization binding assay, mP read-out. Glycoprotein 42 (Epstein-Barr virus (strain AG876)), Q1HVG2. 220,000 tested, 0.42% active. inhibition, % (tested at 21.74 µM); in the data active = inhibition above about 50%
eIF4E 4G PPI: eIF4E–eIF4G protein interaction inhibitors, primary screen, biochemical, uHTS, TR-FRET, eIF4GI fragment. 220,000 tested, 0.37% active. inhibition, % at 21.7 µM. TR-FRET eIF4E-eIF4GI(517-606) binding, 2 h. AID 782, 2007;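 active = inhibition above about 30%, limit read from the data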;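 note: 0% = full FRET control wells and 100% = background wells lacking eIF4GI fragment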
Target sequence (P63073 whole entry, looked up, the tested form may be a part): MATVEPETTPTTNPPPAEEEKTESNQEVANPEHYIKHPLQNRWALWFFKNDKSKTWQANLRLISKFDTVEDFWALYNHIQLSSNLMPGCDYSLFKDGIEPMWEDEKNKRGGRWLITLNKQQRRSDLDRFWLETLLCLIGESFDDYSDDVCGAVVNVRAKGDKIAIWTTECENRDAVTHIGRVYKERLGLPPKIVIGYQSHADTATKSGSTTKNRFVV
Target sequence (Q04637 whole entry, looked up, the tested form may be a part): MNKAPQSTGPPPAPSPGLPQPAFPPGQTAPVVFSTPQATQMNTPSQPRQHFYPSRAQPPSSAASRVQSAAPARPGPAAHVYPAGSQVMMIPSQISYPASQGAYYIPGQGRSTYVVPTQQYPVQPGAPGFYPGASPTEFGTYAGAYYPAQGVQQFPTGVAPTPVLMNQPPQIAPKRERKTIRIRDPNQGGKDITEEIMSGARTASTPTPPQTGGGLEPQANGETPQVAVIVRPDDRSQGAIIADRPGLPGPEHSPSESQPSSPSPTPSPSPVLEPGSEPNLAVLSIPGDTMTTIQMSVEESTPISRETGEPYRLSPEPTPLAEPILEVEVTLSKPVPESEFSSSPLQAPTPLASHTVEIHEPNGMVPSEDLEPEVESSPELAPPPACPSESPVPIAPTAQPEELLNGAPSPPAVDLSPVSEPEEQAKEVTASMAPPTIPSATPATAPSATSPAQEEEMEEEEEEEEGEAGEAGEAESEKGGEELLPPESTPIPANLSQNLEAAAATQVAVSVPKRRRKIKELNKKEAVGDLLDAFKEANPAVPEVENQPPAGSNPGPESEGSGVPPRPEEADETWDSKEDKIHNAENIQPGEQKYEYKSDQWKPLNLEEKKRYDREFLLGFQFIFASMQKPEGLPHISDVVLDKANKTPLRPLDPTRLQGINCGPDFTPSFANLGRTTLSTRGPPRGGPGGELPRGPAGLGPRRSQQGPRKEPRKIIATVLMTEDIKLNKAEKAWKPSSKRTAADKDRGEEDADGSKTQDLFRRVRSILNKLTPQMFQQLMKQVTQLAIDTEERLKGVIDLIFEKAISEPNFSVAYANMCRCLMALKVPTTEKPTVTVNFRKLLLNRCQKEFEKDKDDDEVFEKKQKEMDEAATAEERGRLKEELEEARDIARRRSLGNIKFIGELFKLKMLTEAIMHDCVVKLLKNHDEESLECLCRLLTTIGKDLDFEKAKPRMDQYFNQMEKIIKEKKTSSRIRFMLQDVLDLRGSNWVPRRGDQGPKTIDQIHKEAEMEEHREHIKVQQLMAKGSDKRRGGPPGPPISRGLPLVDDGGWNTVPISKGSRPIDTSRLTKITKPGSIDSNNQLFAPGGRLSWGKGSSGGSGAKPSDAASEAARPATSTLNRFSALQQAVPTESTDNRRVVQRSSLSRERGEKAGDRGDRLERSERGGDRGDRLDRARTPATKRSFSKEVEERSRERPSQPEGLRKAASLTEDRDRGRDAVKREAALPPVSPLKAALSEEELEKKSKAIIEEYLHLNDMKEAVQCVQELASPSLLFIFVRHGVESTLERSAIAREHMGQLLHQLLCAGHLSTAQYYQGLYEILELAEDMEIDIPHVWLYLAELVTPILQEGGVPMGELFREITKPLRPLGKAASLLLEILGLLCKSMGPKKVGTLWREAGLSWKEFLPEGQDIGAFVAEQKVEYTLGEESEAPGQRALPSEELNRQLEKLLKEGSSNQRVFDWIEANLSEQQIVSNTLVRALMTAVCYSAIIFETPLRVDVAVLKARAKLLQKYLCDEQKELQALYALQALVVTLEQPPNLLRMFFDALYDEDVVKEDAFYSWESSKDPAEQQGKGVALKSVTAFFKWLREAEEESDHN
zVAD death inh: inhibitors of zVAD-triggered necroptosis, primary screen, L929 cells. L929 zVAD necroptosis rescue, ATP luminescence, 24 h; with zVAD 60 µM. viability rescue, % at 10 µM. AID 1377, 2008. 220,000 tested, 0.38% active;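 active = activation, scaled between plate controls, above about 75%, limit read from the data; inactive = activation under that limit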;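 note: 0% = zVAD with DMSO and 100% = DMSO alone without zVAD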
Active calls of the source: *; i = inactive; · = not tested or not shown; [ ] = another dose, or the depositor's remark.

canonical_smiles | Cl transport mod | Calpain2 inh | TNF death inh | Mdm2 ligase inh | Rad51 HR inh | PERK inh | EBV gp42 inh | eIF4E 4G PPI | zVAD death inh
C=CCn1c(-c2sc3nc(C)cc(C)c3c2N)n[nH]c1=S | 0.453 | -31.1 | 0.6 | -2.3 | -9.7 | -0.3 | -11.5 | 7.9 | 0.3
COc1ccc(C(=O)CSc2nnc(CNC(=O)c3ccc(OC)cc3)n2C)cc1 | · | 17.7 | -1.2 | -3.7 | 0.2 | -0.3 | 0.2 | -4.5 | -0.5
O=C(CCCN1C(=O)/C(=C\c2ccco2)SC1=S)Nc1cccc2ccccc12 | -1.75 | -4.2 | 3.4 | 12.8 | -30.4 | 0.0 | -24.0 | 16.8 | 1.1
Cc1ccc(NC(=O)CSc2n[nH]c(-c3ccco3)n2)cc1 | -0.255 | 30.2 | 2.1 | -10.1 | 3.8 | 0.4 | 4.3 | -0.5 | 1.3
Cc1cc(C)n2nc(C(=O)Nc3cccc(S(=O)(=O)N(C)c4ccccc4)c3)nc2n1 | -0.532 | -50.0 | -1.6 | · | -2.5 | 0.0 | -16.9 | -11.0 | 0.4
COC(C[C@@H](O)CC(=O)COCc1ccccc1)OC | · | -7.7 | 0.9 | 5.0 | 2.2 | · | -6.8 | -4.8 | -0.7
O=C(Nc1cccc(NC(=O)c2ccc(-c3ccc(Br)cc3)o2)c1)c1ccco1 | -0.876 | -319.2 | -1.7 | -7.7 | 4.8 | -1.5 | -17.7 | -0.8[fluorescence artefact?] | 0.8
Cc1ccc2cc(CN(CCCN3CCOCC3)C(=O)NC3CCCCC3)c(=O)[nH]c2c1C | 0.629 | -52.8 | 0.4 | -6.9 | -4.5 | -1.8 | -12.3 | 2.8 | 0.1
O=c1c2[nH]c3ccc(Br)cc3c2ncn1Cc1ccncc1 | · | -2.8 | 4.0 | -8.6 | 6.2 | 0.7 | -10.8 | -10.6 | 1.9
CCOC(=O)C1CCN(C(=O)NS(=O)(=O)c2ccc(C)cc2)CC1 | 1.76 | -20.7 | 0.6 | -20.9 | 13.8 | 0.1 | 7.4 | -2.0 | 4.3
COC(=O)c1cc(-c2ccc(C)o2)nc2ccccc12 | -1.01 | -48.9 | -0.3 | 1.3 | -22.5 | 0.0 | -7.9 | -0.6 | ·
CCOC(=O)N1CCN(c2c(NCCN3CCN(c4ccccc4F)CC3)c(=O)c2=O)CC1 | 0.85 | -0.9 | -0.4 | -8.0 | · | 0.7 | -1.8 | 1.5 | 0.8
Cc1ccc2cn[nH]c2c1NC(=S)NC(=O)c1ccccc1 | · | 15.8 | -1.9 | -15.9 | 8.7 | 0.5 | 10.4 | -0.1 | 0.4
Cc1ccc(C)n1CCN1CCN(CC(=O)Nc2ccc(S(N)(=O)=O)cc2)CC1 | 0.59 | 9.9 | -2.2 | 10.9 | 4.6 | 0.6 | -12.1 | -3.9 | -0.2
COC(=O)CCC(=O)c1oc2ccc(OC)cc2c1N | -0.189 | -59.4 | 0.2 | -57.2 | 4.7 | 0.9 | -12.1 | 4.5 | -0.2
COC(=O)NCC(c1ccco1)N1CCN(c2ccccc2)CC1 (stereo unspecified) | 0.486 | 1.7 | -1.1 | 1.9 | -2.6 | 0.1 | -11.7 | -1.7 | 2.8
COc1ccccc1C1C2CCCCC2(O)CCN1CC(=O)Nc1ccccc1 (stereo unspecified) | 0.411 | 1.8 | -2.9 | -25.9 | · | -0.5 | -9.0 | 11.1 | 0.3
Cn1c(=O)c2c(nc(N3CCCCC3)n2CCSc2nc3ccccc3s2)n(C)c1=O | -0.638 | 24.8 | -1.1 | -18.0 | 3.1 | -0.9 | -11.3 | -1.1 | -0.3
O=C(O)Cn1cc(C(=O)c2ccco2)c2ccccc21 | · | -1.3 | 0.3 | -5.9 | 3.0 | 1.0 | -19.6 | -4.2 | 2.6
Nc1c(C(=O)NCc2ccc3c(c2)OCO3)nnn1Cc1cccc(F)c1 | 0.258 | 13.2 | 2.5 | · | -12.3 | 0.8 | -10.2 | -2.2 | -0.6
C/C(=N\NC(=O)c1ccccc1C)c1ccc(NC(=O)c2cccs2)cc1 | -0.139 | 13.3 | -2.4 | -20.1 | · | 0.6 | 3.3 | 0.8[fluorescence artefact?] | 14.3
O=C(COC(=O)C1CCN(/C=C/C(=O)C(F)(F)F)CC1)Nc1cccc(F)c1 | 0.19 | 26.6 | 1.0 | -2.5 | · | 1.1 | -9.2 | -3.8[fluorescence artefact?] | 0.2
COc1ccc(N2C(=O)CSC2c2ccc3c(c2)OCO3)cc1 (stereo unspecified) | · | 2.4 | 12.6 | -3.3 | -3.6 | 0.2 | -7.9 | -4.3[fluorescence artefact?] | 0.3
COc1ccccc1OCCC(=O)OCC(=O)Nc1cccc(Br)c1 | -2.67 | 6.0 | 1.5 | 1.6 | 2.9 | 1.7 | -14.0 | -0.5 | 1.0
NS(=O)(=O)c1ccc(CCNC(=O)NC2CCCCC2)cc1 | 2.67 | 7.0 | 0.4 | -15.5 | -3.4 | -0.9 | 0.6 | -1.1 | 0.0
Cc1nc2ncnn2c(Nc2ccc3c(c2)OCCO3)c1C | -0.000485 | · | -2.8 | · | 10.5 | 1.1 | · | · | -0.1
COc1ccc(NC(=O)CN(C)S(=O)(=O)c2cccc3nsnc23)cc1OC | 0.348 | 5.8 | -1.2 | 7.8 | · | 0.1 | 22.4 | 2.3[fluorescence artefact?] | ·
O=C1CS/C(=N\N=C\c2ccccc2Cl)N1CC1CC1 | 0.694 | 29.1 | -0.2 | -14.5 | -3.2 | 1.1 | -2.1 | 2.2 | 0.1
Cc1cccc(C)c1-n1c(SCC(=O)N2CC(=O)Nc3ccccc32)nc2ccccc2c1=O | -0.289 | -63.7 | -5.4 | -20.1 | 19.4 | -0.1 | 11.3 | -1.8[fluorescence artefact?] | -0.6
COc1cc(C(=O)N/N=C/c2ccc(OC(=O)N3CCOCC3)cc2)cc(OC)c1OC | -0.457 | -2.5 | 2.5 | -7.1 | -3.0 | -0.5 | 7.1 | 2.9 | 1.4
CCCCC1=CC2=CC(=O)C(C)(OC(=O)CC)C(=O)C2=CN1CCc1ccccn1 (stereo unspecified) | 0.347 | -114.0 | -0.7 | -6.0 | 3.5 | · | 6.0 | 2.2 | 1.1
CC(C)CC(=O)NC(=S)NCc1ccccc1 | -2.13 | 19.5 | 1.4 | -2.9 | 1.5 | -0.2 | 5.8 | 1.3 | -0.6
COCCN(Cc1nc(C2(c3ccc(C)cc3)CCCC2)no1)C(C)C | -1.4 | 5.9 | -0.7 | -4.9 | · | 0.6 | -5.0 | 0.2 | -0.2
C=CCn1c(=S)sc2c(=O)[nH]cnc21 | -1.24 | -21.3 | 0.4 | -4.0 | -4.5 | 1.4 | -1.6 | -4.5 | 0.6
CSc1nc(N(C)NC(=O)c2ccc(F)cc2)c2ccccc2n1 | · | 21.0 | -17.6 | -2.1 | -11.2 | 0.0 | -1.4 | -3.9 | -0.2
CCOC(=O)c1c(C)[nH]c(C(=O)OCC(=O)N2CCc3ccccc32)c1C | -0.0046 | -5.3 | 1.4 | -1.3 | · | 0.5 | -29.0 | -86.8 | 0.7
Cc1nc(C)c(C(=O)C2=C(O)C(=O)N(CCN3CCOCC3)C2c2ccco2)s1 (stereo unspecified) | 0.00101 | 3.1 | -1.2 | 9.5 | -5.9 | -0.1 | -17.4 | 4.8[fluorescence artefact?] | -0.2
CCCCn1c(SCC(=O)N2CC(C)CC(C)C2)nc2cc(S(N)(=O)=O)ccc21 (stereo unspecified) | -1.41 | 21.4 | 2.8 | -7.8 | · | 0.1 | -5.8 | 0.7 | 2.9
Cn1c(CCNC(=O)C2CCCCC2)nc2cc(NC(=O)c3cccs3)ccc21 | 1.24 | 0.8 | 1.9 | -15.6 | -9.2 | 0.3 | 2.9 | -1.9 | 6.7
COCCNC(=O)CSc1ncnc2sccc12 | 0.159 | -10.7 | -1.5 | -10.7 | -2.7 | 1.7 | -15.8 | -3.1[fluorescence artefact?] | -0.4
OC(c1ccccn1)C1CCN(Cc2nc(C(c3ccccc3)c3ccccc3)no2)CC1 (stereo unspecified) | 0.042 | -36.3 | 0.3 | -2.4 | -2.5 | 0.6 | -7.6 | -4.8 | -0.9
COc1cc(/C=C/c2cc(C(=O)O)c3ccccc3n2)cc(OC)c1O | 0.455 | -25.3 | -1.2 | -17.5 | 5.6 | -1.2 | 3.4 | -3.0 | 0.2
COc1ccc(-c2cc3nc(-c4ccccc4)cc(N4CCCC(O)C4)n3n2)cc1 (stereo unspecified) | 0.515 | i | 1.8 | -4.5 | -12.8 | -0.4 | -12.3 | 2.8 | 12.2
COc1ccc(C(C)=O)cc1COc1ccc(Cl)c(C)c1 | · | 4.4 | 0.9 | -6.4 | -6.4 | 0.7 | -7.3 | 6.8 | 0.7
COC(=O)CCSCC(=O)Nc1cc(C)on1 | 0.333 | 3.8 | 1.4 | -24.9 | -7.2 | -0.2 | -14.8 | 1.7 | 0.0
Fc1ccc(COc2ccccc2CNc2nn[nH]n2)cc1 | -3.15 | 4.4 | -1.0 | -7.8 | -6.1 | 1.6 | 1.9 | -4.0 | 1.8
